CHO-K1 Ca antag: M1 antagonist counterscreen hit in parental CHO-K1 cells. inhibition, % at 3 µM. ATP-induced calcium, Fluo-8 fluorescence. 0.6% of 360,000 active;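 active = inhibition above a per-plate cutoff, the plate's mean sample inhibition plus 3 SD, cut at about 24% in these data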;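 also: 0% = DMSO plus EC80 ATP and 100% = DMSO alone without ATP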
CHO parental Ca: signal in parental CHO cells, OX1R antagonist counter-screen; AID 463079; 0.63% of 330,000 active; parental CHO-K1, ATP-induced calcium, Fluo-8 fluorescence; inhibition, % at 5.6 µM;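 active = inhibition above that plate's mean sample inhibition plus 3 SD, cut at about 26% in these data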;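 also: 0% = ATP-challenged DMSO wells and 100% = DMSO wells without ATP; some compounds past the cut are filed as inactive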
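Assay system – parental CHO cells · Reagent – ATP stimulus · Detection – intracellular calcium via Fluo-8 no-wash fluorescent dye · Evaluation – percent inhibition of ATP-evoked calcium rise, normalized to controls · Controls – ATP wells versus no-ATP DMSO wells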
CHO-K1 Ca PAM: M1 PAM counterscreen hit in parental CHO-K1 cells; ATP EC20, Fluo-8 calcium fluorescence; 0% at ATP EC20, 100% at ATP max; activation, % at 3 µM; 0.02% of 360,000 active; AID 602247;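 active = activation above the run cutoff, the mean activation of all test compounds plus 3 SD, cut at about 40% in these data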;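 also: peak over basal fluorescence ratio in a 140 s read after ATP addition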
CHO-K1 Ca ag: M1 agonist counterscreen hit in parental CHO-K1 cells. Fluo-8 calcium fluorescence; scaled to maximal ATP response, vehicle zero. activation, % at 3 µM. 0.48% of 360,000 active. AID 602248; in the data active = activation above about 15%;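 also: untransfected CHO-K1 host cells lacking M1 receptor as counterscreen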
M1 antag: human CHRM1 antagonism. P11229. CHO-K1 hM1, Fluo-8 calcium fluorescence, ACh EC80 antagonist. inhibition, % at 3 µM. 1.3% of 360,000 active. AID 588852;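 active = percent inhibition above its own plate's cutoff, namely the mean of that plate's compound wells plus 3 SD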;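 also: peak over basal fluorescence ratio during 140 s after agonist addition; 0% = ACh EC80 plus DMSO and 100% = DMSO alone without agonist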
Target sequence (P11229 whole entry, looked up): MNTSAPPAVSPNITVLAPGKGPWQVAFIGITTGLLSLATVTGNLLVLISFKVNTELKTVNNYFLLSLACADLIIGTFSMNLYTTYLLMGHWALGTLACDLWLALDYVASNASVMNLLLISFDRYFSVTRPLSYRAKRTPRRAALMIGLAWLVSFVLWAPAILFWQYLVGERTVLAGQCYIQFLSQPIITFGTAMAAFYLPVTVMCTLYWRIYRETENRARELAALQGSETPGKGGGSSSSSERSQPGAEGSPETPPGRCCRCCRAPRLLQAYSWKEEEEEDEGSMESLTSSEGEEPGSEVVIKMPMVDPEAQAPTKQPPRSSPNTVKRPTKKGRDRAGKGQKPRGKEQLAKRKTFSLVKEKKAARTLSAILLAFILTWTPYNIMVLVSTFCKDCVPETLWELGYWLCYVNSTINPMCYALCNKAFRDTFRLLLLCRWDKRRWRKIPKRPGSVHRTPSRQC
TAAR1 ag: human TAAR1 agonism; AID 624467; 0.99% of 360,000 active; activation, % at 3 µM; CHO RD-HGA16 TAAR1, Fluo-8 calcium fluorescence; vehicle wells 0%, saturating PEA agonist 100%; Q96RJ0;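 active = activation above the mean activation of all test compounds in the run plus 3 SD, cut at about 38% in these data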
Target sequence (Q96RJ0 whole entry, looked up): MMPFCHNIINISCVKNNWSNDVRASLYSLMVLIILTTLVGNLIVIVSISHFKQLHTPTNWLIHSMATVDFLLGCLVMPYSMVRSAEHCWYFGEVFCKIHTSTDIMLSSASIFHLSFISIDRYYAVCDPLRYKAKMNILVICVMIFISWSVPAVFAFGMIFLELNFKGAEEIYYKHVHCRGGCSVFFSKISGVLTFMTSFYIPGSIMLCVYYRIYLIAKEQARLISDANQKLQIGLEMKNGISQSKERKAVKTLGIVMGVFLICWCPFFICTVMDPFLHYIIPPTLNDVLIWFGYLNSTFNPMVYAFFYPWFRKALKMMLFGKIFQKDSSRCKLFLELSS
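Test system: RD-HGA16 (CHO) cells co-expressing Gα16 and hTAAR1; dosing: one-point dosing at 3 µM (nominal); timing: 17-24 h seeding, 75 min 37 °C dye, 30 min RT; signal: kinetic Fluo-8 calcium fluorescence; read-out basis: % activation relative to PEA EC100 response; controls: DMSO and PEA EC100; replicates: n 1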
M1 ag: agonists of human M1 muscarinic receptor; CHO-K1 hM1, Fluo-8 calcium fluorescence, agonist mode; 0% DMSO, 100% acetylcholine EC100; P11229; activation, % at 3 µM; AID 588814; 0.33% of 360,000 active;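 active = activation above the run's mean compound activation plus 3 SD, cut at about 16% in these data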;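 also: peak over basal fluorescence ratio within a 140 s kinetic read after compound addition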
OXTR potentiate: potentiators of human oxytocin receptor | CHO-OTR cells, Fluo-8 calcium fluorescence, potentiator mode; 0% = oxytocin EC15, 100% = EC100 | activation, % at 3 µM | P30559 | 0.061% of 320,000 active;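 active = activation above that plate's cutoff, the mean activation of tested compounds plus 3 SD, cut at about 6.6% in these data, passing the limit was not always enough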;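 also: 100% uses oxytocin at 75 nM as the full agonist control; some results filed as inactive read as strong as hits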
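Assay system: CHO-OTR cells, human receptor / Also added: oxytocin at about EC15, sub-maximal agonist stimulus / Dosing: single dose, 3.0 µM nominal final compound concentration / Incubation: 6 min pre-incubation, 100 s read / Technique: Fluo-8 calcium dye fluorescence / Read-out: % activation vs EC15 and EC100 oxytocin / Benchmarks: EC15 oxytocin low, 75 nM oxytocin high / Replicates: singlicate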
TAAR1 antagonist: human TAAR1 antagonism; 1.5% of 360,000 active; CHO RD-HGA16 TAAR1, Fluo-8 calcium fluorescence, antagonist; Q96RJ0; inhibition, % at 3 µM; AID 624466;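 active = inhibition above a per-plate cutoff, the mean inhibition of test compounds on that plate plus 3 SD, cut at about 49% in these data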;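 also: 0% = DMSO plus EC80 beta-PEA response and 100% = DMSO alone without agonist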
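Test system – hTAAR1-expressing CHO RD-HGA16 cells, Gα16-coupled · Also added – β-PEA at EC80 concentration, post-compound challenge · Compound – 3 µM, single point · Incubation – dye loading 75 min at 37 °C, then 30 min room temperature · Measured by – Fluo-8 intracellular calcium dye fluorescence, real-time kinetic reads · Benchmarks – vehicle and agonist controls · Replicates – singlicate, one well per test compound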
An asterisk follows results filed as active; . = not tested or not shown.

The opening 9 entries as a preview:
no.	Structure	CHO-K1 Ca antag	CHO parental Ca	CHO-K1 Ca PAM	CHO-K1 Ca ag	M1 antag
1	O=C(COC(=O)C1CCN(S(=O)(=O)c2cccs2)CC1)Nc1ccc(F)cc1F	-12	-6	14	8.7	-17
2	COc1ccc(/C=N/NC(=O)c2cc3c(OC)ccc(OC)c3[nH]2)cc1O	2	-14	7	5.4	13
3	Cc1cccc(NC(=S)N2CCN(c3ccccn3)CC2)c1	9	-12	-3	0.4	-8
4	COc1cc(C(=O)O/N=C2\CCCc3c2ccc(OC)c3[N+](=O)[O-])cc(OC)c1OC	8	-28	-5	0.8	25*
5	Cc1cc2nc(-c3cccc(Cl)c3)c(Cc3ccccc3)n2c(C)c1Br	-7	.	-9	0.5	-8
6	Cc1ccc(C(=O)CC(c2cccs2)S(=O)(=O)c2ccc(C)cc2)cc1 (stereo not drawn)	6	-5	-4	-0.1	1
7	CNC(=S)N/N=C/c1cn(Cc2c(F)cccc2Cl)c2ccccc12	-12	2	26	0.2	2
8	CCOC(=O)C1=C(C)Nc2ccccc2N=C1NC(=O)Cc1ccc(Cl)c(Cl)c1	-3	1	-12	-0.2	0
9	Cc1ccc(NC(=O)CSc2nnnn2-c2ccc3c(c2)OCO3)cc1C	-9	2	4	-0.3	-3

no.	TAAR1 ag	M1 ag	OXTR potentiate	TAAR1 antagonist
1	3	1	-7	7
2	6	-3	0	4
3	0	-4	-2	-3
4	4	-4	0	-13
5	.	-4	.	.
6	5	0	-4	10
7	3	-12	-6	-8
8	2	0	-13	-11
9	5	-1	-12	-22

The list itself, from the start:
no.	Structure	CHO-K1 Ca antag	CHO parental Ca	CHO-K1 Ca PAM	CHO-K1 Ca ag	M1 antag
1	O=C(COC(=O)C1CCN(S(=O)(=O)c2cccs2)CC1)Nc1ccc(F)cc1F	-12	-6	14	8.7	-17
2	COc1ccc(/C=N/NC(=O)c2cc3c(OC)ccc(OC)c3[nH]2)cc1O	2	-14	7	5.4	13
3	Cc1cccc(NC(=S)N2CCN(c3ccccn3)CC2)c1	9	-12	-3	0.4	-8
4	COc1cc(C(=O)O/N=C2\CCCc3c2ccc(OC)c3[N+](=O)[O-])cc(OC)c1OC	8	-28	-5	0.8	25*
5	Cc1cc2nc(-c3cccc(Cl)c3)c(Cc3ccccc3)n2c(C)c1Br	-7	.	-9	0.5	-8
6	Cc1ccc(C(=O)CC(c2cccs2)S(=O)(=O)c2ccc(C)cc2)cc1 (stereo not drawn)	6	-5	-4	-0.1	1
7	CNC(=S)N/N=C/c1cn(Cc2c(F)cccc2Cl)c2ccccc12	-12	2	26	0.2	2
8	CCOC(=O)C1=C(C)Nc2ccccc2N=C1NC(=O)Cc1ccc(Cl)c(Cl)c1	-3	1	-12	-0.2	0
9	Cc1ccc(NC(=O)CSc2nnnn2-c2ccc3c(c2)OCO3)cc1C	-9	2	4	-0.3	-3
10	CC(C)c1ccc(C(=O)NC(=S)NCc2cccnc2)cc1	-3	-7	19	3.7	-3
11	COC(=O)CCC(NC(=O)OCc1ccccc1)C(=O)NC(CC(C)C)C(=O)OC (stereo not drawn)	4	6	-2	0.3	-2
12	O=C(CN1CCN(Cc2ccccc2Cl)C1=O)NC1CCCCCCC1	-14	-34	11	2.6	-5

no.	TAAR1 ag	M1 ag	OXTR potentiate	TAAR1 antagonist
1	3	1	-7	7
2	6	-3	0	4
3	0	-4	-2	-3
4	4	-4	0	-13
5	.	-4	.	.
6	5	0	-4	10
7	3	-12	-6	-8
8	2	0	-13	-11
9	5	-1	-12	-22
10	12	-7	-6	-5
11	11	-2	-2	-7
12	5	-4	-15	9

Additional structures
no.	Structure	CHO-K1 Ca antag	CHO parental Ca	CHO-K1 Ca PAM	CHO-K1 Ca ag	M1 antag
13	Nc1nnc(N2CCCCC2)s1	-34	-12	5	0.7	-9
14	COCCOC(=O)c1sc2nc[nH]c(=O)c2c1C	-11	6	18	-0.4	-11
15	Cn1c(Cc2ccc3c(c2)OCO3)nnc1SCC(=O)NC(C)(C)C	-4	-4	-8	0.0	-7
16	O=C(CCC(=O)c1ccccc1)NC1CCCN(Cc2ccccc2F)C1 (stereo not drawn)	9	-17	-16	-0.3	3
17	CCC1(CC)NC(=S)NC1=S	-16	.	13	1.2	-9
18	Cc1cc(NC(=O)CC23CC4CC(C2)CC(CC(=O)Nc2cc(C)on2)(C4)C3)no1	-9	-25	5	-0.1	2
19	COc1cc(Cl)c(C)cc1NC(=O)CC1CCCC1	-10	-21	11	-1.2	-3
20	CC(=O)c1ccc(NC(=O)CSc2ccc(-c3ccc4c(c3)OCO4)nn2)cc1	5	1	19	0.8	2
21	CCOC(=O)c1oc2ccc(S(=O)(=O)n3nc(-c4cc(OC)c(OC)c(OC)c4)cc3N)cc2c1C	-11	-10	21	1.1	-1
22	O=C(CCNC(=O)c1ccc(Cl)cc1)NC1CCCc2ccccc21 (stereo not drawn)	-6	-2	5	0.2	-3
23	COc1ccc(NC(=O)CN2C(=O)C(C)SC(C)C2=O)cc1 (stereo not drawn)	1	-4	0	-0.4	-10
24	COc1ccc(-c2nc3ccc(C)cn3c2Cc2cccc(Cl)c2)cc1OC	-13	.	-2	1.5	-2

no.	TAAR1 ag	M1 ag	OXTR potentiate	TAAR1 antagonist
13	11	-1	-2	1
14	7	-10	1	10
15	0	-8	2	5
16	3	-9	4	2
17	1	3	.	-6
18	-1	-4	-2	-6
19	6	-6	0	3
20	-1	-5	-9	8
21	5	-6	-15	-2
22	1	-4	-8	4
23	-2	-4	1	-5
24	-1	-4	.	-11

Next records follow:
no.	Structure	CHO-K1 Ca antag	CHO parental Ca	CHO-K1 Ca PAM	CHO-K1 Ca ag	M1 antag
25	CCCN(CCC)CCCNC(=S)Nc1ccc2nc(N3CCN(C)CC3)cc(C)c2c1	-2	-2	17	-0.1	0
26	COc1ccccc1C1NC(=O)CS1 (stereo not drawn)	8	-3	-2	0.0	-38
27	Cc1ccc(S(=O)(=O)N=C2SCCCS2)cc1	0	-5	13	0.0	7
28	COc1ccccc1NS(=O)(=O)c1cccc(C(=O)OCC(=O)Nc2cc(C)on2)c1	0	-24	22	3.1	-1
29	CCOc1ccc(OCCNCc2ccc(OC(C)C(=O)N(C)C)c(OCC)c2)cc1 (stereo not drawn)	-2	-16	10	0.9	-1
30	CN(C)CCNC(=O)c1[nH]c(C(F)(F)F)nc1-c1ccccc1	3	.	-2	-0.4	-24
31	COc1ccc(Cl)cc1NC(=O)Cn1c(C)csc1=O	-15	-10	0	0.2	0
32	COc1cc2c(cc1OC)C(c1cccc([N+](=O)[O-])c1)NC(=O)C2 (stereo not drawn)	-7	4	11	0.3	-20
33	CCOc1cc(C2NC(=O)NC(C)=C2C(=O)NCc2ccccc2)c(Cl)cc1O (stereo not drawn)	-5	-11	8	0.5	0
34	CC[C@@H](C)[C@H](NC(=O)Cc1c(C)c2c(cc(C)c3c(C)c(C)oc32)oc1=O)C(=O)O	-6	.	11	0.4	-8
35	COc1ccc(/C=N/NS(=O)(=O)c2ccccc2)cc1OC	-6	-5	10	10	-2
36	Cc1nc(NC(=O)c2oc3ccccc3c2C)sc1C(=O)N(C)C	-2	-6	5	1.7	-2

no.	TAAR1 ag	M1 ag	OXTR potentiate	TAAR1 antagonist
25	0	-8	-10	-23
26	10	0	-15	7
27	5	-2	-12	-11
28	29	-2	-18	34
29	1	-1	-19	-30
30	0	0	.	-4
31	0	-3	0	-9
32	0	0	-19	-1
33	4	-2	4	3
34	3	-2	.	-1
35	2	1	1	-15
36	3	-2	-7	20

The list continues.
no.	Structure	CHO-K1 Ca antag	CHO parental Ca	CHO-K1 Ca PAM	CHO-K1 Ca ag	M1 antag
37	COc1cc(OC)c2c(-c3ccccc3)cc(C3CCCCC3)nc2c1	-8	.	23	0.8	-12
38	CC(=O)c1sc(NCc2ccccc2)nc1C	-3	-5	11	2.9	0
39	COc1cc(OC)nc(NC(=O)CN2CCN(c3ccc(F)cc3)CC2)n1	-11	-3	22	-0.1	-6
40	Cc1ccc2c(CN(C)Cc3ccccc3)cc(=O)oc2c1C	-14	-15	14	0.6	-5
41	Nc1nonc1-n1nnc(C(=O)N/N=C/c2cccc(Cl)c2)c1-c1ccc2c(c1)OCO2	-20	7	10	1.9	-7
42	O=C(O)C1CCCN(S(=O)(=O)c2ccccc2)C1 (stereo not drawn)	7	-2	-3	-0.3	1
43	Cc1nc(CSc2nnc(N)s2)cs1	3	4	-10	2.9	15
44	CC(=O)CCn1c(=O)n(CCC(C)=O)c(=O)n(CCC(C)=O)c1=O	-9	-3	11	0.2	-14
45	Cc1ccnc(NC(=O)c2ccoc2C)c1	-7	-8	14	0.4	-1
46	COc1ccc(/C=N/NC(=O)CCc2c(C)n[nH]c2C)cc1OC	12	6	-6	-0.3	4
47	CCCCCOc1ccc(NC(=O)CSc2cccc3cccnc23)cc1	10	4	-12	0.1	-4
48	O=C(Nc1ccc(F)cc1)C1CCN(S(=O)(=O)c2cccc3nonc23)CC1	-12	4	8	14	10

no.	TAAR1 ag	M1 ag	OXTR potentiate	TAAR1 antagonist
37	1	-3	.	-4
38	0	-4	-6	-12
39	.	-4	-5	.
40	6	-2	-6	19
41	15	-2	-10	29
42	3	-3	1	8
43	1	-3	-13	-14
44	5	-2	-8	-17
45	9	-7	-5	8
46	12	-2	-17	-1
47	5	-5	4	6
48	36	0	-13	19

(more compounds)
no.	Structure	CHO-K1 Ca antag	CHO parental Ca	CHO-K1 Ca PAM	CHO-K1 Ca ag	M1 antag
49	Cn1cc(CN2CCC(C(=O)N3CCCCC3)CC2)c(-c2ccccc2F)n1	-6	-2	13	-0.2	13
50	Cc1ccccc1OCC(=O)N/N=C/c1ccc2c(c1)OCCO2	-6	-9	13	2.5	-8
51	Cc1ccc(C(=O)N/N=C/C2=Cc3ccccc3OC2C)cc1 (stereo not drawn)	-13	-5	15	1.6	-6
52	N#Cc1ccccc1N1CCN(C(=O)c2ccc(NC(=O)c3ccc(Br)o3)cc2)CC1	-14	-9	23	1.1	-9
53	O=C(Nc1cccc(-c2cccc(F)c2)c1)C1CCN(CC2CCOC2)CC1 (stereo not drawn)	-6	-5	-4	1.1	2

no.	TAAR1 ag	M1 ag	OXTR potentiate	TAAR1 antagonist
49	4	-6	-2	-14
50	2	-1	-4	13
51	-2	-7	-10	10
52	.	-4	-15	.
53	2	-2	-7	-5

Compound activity from PubChem.
